Giardia kill: kills Giardia lamblia | 340,000 tested, 0.15% active | AID 540267 | activity change, % at 7.66 µM, hits read low | Giardia lamblia trophozoite viability; in the data active = activity change below about -80%;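 note: parasites exposed to compound for two days anaerobically before the ATP read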
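Trophozoites 100 cells/well + cpd; 48 hrs, 37 deg C, anaerobic. ATPLite 1-Step added, 15-30 min RT, luminescence read (ATP-based viability).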
KCNH2 3.1 inh: KCNH2 3.1 (human) potassium channel inhibition; U2OS KCNH2 3.1, thallium flux FluxOr; active compounds read low; activity change, % (tested at about 1.8 µM); 340,000 tested, 0.95% active;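 active = maximum activity change below -70%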;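 note: thallium influx rate constant from kinetic fluorescence after stimulation buffer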
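Thallium flux via FluxOr fluorescence (Red40 quencher, 45 min loading) in U2OS cells virally expressing the KCNH2 3.1 isoform (1.77 x 10^8 /mL virus, overnight at 37 C). Rate constants from 2-min kinetic reads post-stimulation, normalised to positive and negative controls.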
KCNH2 WT inh: inhibitors of human wildtype KCNH2 potassium channel. Q12809. AID 720551. 340,000 tested, 0.37% active. U2OS, BacMam KCNH2, thallium flux FluxOr; active compounds read low. activity change, % at 1.84 µM;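 active = maximum activity change below -70%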
Target sequence (Q12809 whole entry, looked up): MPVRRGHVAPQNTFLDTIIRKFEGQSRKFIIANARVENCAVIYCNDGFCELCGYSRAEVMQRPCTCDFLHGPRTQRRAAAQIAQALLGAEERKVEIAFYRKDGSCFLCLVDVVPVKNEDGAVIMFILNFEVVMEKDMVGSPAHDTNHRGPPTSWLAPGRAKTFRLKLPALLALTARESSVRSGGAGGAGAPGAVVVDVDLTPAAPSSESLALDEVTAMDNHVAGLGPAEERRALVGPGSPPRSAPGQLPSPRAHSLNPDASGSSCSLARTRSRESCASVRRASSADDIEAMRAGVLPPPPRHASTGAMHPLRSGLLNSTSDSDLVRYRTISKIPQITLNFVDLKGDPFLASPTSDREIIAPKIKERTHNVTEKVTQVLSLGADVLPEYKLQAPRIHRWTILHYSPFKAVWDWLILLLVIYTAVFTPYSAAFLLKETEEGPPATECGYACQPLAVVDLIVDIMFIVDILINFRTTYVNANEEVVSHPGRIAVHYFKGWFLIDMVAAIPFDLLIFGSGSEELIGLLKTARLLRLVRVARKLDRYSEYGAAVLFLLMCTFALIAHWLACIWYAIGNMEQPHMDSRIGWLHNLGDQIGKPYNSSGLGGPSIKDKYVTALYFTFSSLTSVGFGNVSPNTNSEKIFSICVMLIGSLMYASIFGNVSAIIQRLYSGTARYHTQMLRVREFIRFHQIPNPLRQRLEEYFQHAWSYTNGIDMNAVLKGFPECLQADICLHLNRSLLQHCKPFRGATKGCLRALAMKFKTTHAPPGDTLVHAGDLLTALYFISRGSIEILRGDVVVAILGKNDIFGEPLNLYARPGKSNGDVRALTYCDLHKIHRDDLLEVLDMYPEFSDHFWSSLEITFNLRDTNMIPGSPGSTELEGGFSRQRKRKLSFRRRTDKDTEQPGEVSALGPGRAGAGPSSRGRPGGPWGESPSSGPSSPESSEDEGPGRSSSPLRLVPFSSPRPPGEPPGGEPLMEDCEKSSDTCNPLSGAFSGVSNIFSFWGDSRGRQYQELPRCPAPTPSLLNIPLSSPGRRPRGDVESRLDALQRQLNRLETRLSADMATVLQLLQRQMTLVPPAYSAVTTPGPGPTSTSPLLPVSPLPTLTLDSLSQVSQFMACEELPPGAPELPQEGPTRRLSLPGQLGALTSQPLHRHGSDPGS
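U2OS cells transduced with wild-type KCNH2 virus are loaded with FluxOr dye for 45 min, and thallium flux is measured in kinetic reads before and after stimulation buffer. Rate constants are normalized to DMSO controls.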
* hit, by the source's call; [ ] = another dose, or the depositor's remark. % is set by controls: 0 for no effect and ±100 for the full control effect.

[1] Cc1ccc(C=NNc2ccc([N+](=O)[O-])cn2)cc1
[2] CN(C)c1ccc(C=NNC(=S)Nc2ccc(F)cc2)cc1
[3] Cc1cn(CC(=O)NCCCn2ccnc2)c(=O)[nH]c1=O
[4] O=c1cc2c(c(-c3ccccc3)n1Cc1ccccc1)[C@H](CCO)NC2
[5] Cc1cc(C(=O)N2CCc3ccccc3C2)c(C)o1
[6] COc1cc2c(-c3ccccc3)c(C)oc2cc1/C=N/NC(N)=S
[7] CC(=O)N(C(C)=O)c1ncn(C)c1S(=O)(=O)Nc1ccccc1
[8] CC1CCC(NC(=O)c2cccn2C)CC1 (stereo not drawn)
Screen / compound no.	1	2	3	4	5	6	7	8
Giardia kill	-2	-24	13	12	-23	11	-2	-15
KCNH2 3.1 inh	-19	-13	6	5	4	7	-18	-2
KCNH2 WT inh	-9	6	8	4	-5	-10	5	4

[9] CCCn1cnc2c(SCc3ccccn3)nc(N)nc21
[10] CC(=O)CSc1nc(CCc2ccccc2)c(C#N)c(=O)[nH]1
[11] O=C(O)c1ccc(S(=O)(=O)c2ccccc2)s1
[12] CCN(CC)CC(=O)NC1CCCc2c1cnn2-c1cc(F)cc(F)c1 (stereo not drawn)
[13] O=C(NC1=NCCS1)c1cccc(F)c1
[14] CCN(CC(=O)Nc1c(F)cccc1F)C(=O)CCCOc1ccccc1
[15] Cc1ccc(S(=O)(=O)N2CCN(C(=O)COC(=O)/C=C/c3ccc(OC(F)F)cc3)CC2)cc1
[16] CC(=O)O[C@H]1CC[C@@]2(C)C(=CC[C@H]3[C@@H]4CC[C@H](C(C)=O)[C@@]4(C)CC[C@@H]32)C1
Screen / compound no.	9	10	11	12	13	14	15	16
Giardia kill	0	48[activator]	-17	5	0	-2	-4	9
KCNH2 3.1 inh	24	6	-24	10	10	-7	-15	8
KCNH2 WT inh	0	-6	-2	2	-7	-4	-5	3

[17] COc1ccc(/C=C2/CCCc3ccccc3C2=O)cc1
[18] O=S(=O)(Nc1c(O)ccc2ccccc12)c1cccc2ccccc12
[19] O=S(=O)(c1c(F)cccc1F)N(CCc1ccc(F)cc1)C[C@@H](O)COCc1ccccc1
[20] Cc1ccc(C(=O)Nc2ccccc2N2CCCCC2)cc1S(=O)(=O)N1CCOCC1
[21] Cc1ccc(O)c(CN(C)Cc2cc(C)ccc2O)c1
[22] C/C(=N\Nc1ccc(Cl)nn1)c1ccccc1O
[23] O=C(c1ccccc1)N1CCCCC1
[24] COc1ccc(OC)c(NC(=O)Nc2ccc(O)c3ccccc23)c1
Screen / compound no.	17	18	19	20	21	22	23	24
Giardia kill	-6	-10	24	-7	3	-4	18	32[activator]
KCNH2 3.1 inh	-1	3	-6	-35	3	-2	-4	-4
KCNH2 WT inh	0	4	7	-2	8	1	-1	8

Taken from above.
For KCNH2 3.1 inh, O=C(NC1=NCCS1)c1cccc(F)c1 has 10
For Giardia kill, C/C(=N\Nc1ccc(Cl)nn1)c1ccccc1O has -4
For Giardia kill, CCN(CC(=O)Nc1c(F)cccc1F)C(=O)CCCOc1ccccc1 has -2

Additional entries:
[25] O=c1[nH]nc(SC2CCCCC2)c(=O)[nH]1
[26] O=C(c1cccc(Cl)c1)N1CCC(=O)N(C(CO)Cc2ccccc2)CC1 (stereo not drawn)
[27] CCn1c(SC)nnc1-c1ccc(S(=O)(=O)N2CCCCC2)cc1
[28] COc1cccc(-c2c(C(=O)O)cc(O)c3ccc(OC)cc23)c1
[29] COc1ccc(-c2cc(C(=O)N/N=C/c3cccnc3)c3ccccc3n2)c(OC)c1
[30] CC(C)=N/N=C1/NC(=O)C(c2ccccc2)S1 (stereo not drawn)
[31] CC(C)C[C@H](NC(=O)OCC1c2ccccc2-c2ccccc21)C(=O)O
[32] CC(C)C[C@H]1CNC(=S)N1CC1CCN(CCC23CC4CC(CC(C4)C2)C3)CC1
Screen / compound no.	25	26	27	28	29	30	31	32
Giardia kill	-16	-13	-5	0	-1	0	-8	10
KCNH2 3.1 inh	4	-11	-6	-20	7	2	14	-13
KCNH2 WT inh	23	-14	-1	0	-4	-1	2	17

[33] C=C(C)c1sc(-c2ccc(Cl)cc2)nc1C
[34] CC(=O)Nc1ccc(C=NNC(=O)C2CC2)cc1
[35] N#CC1C(=O)NC(c2ccccc2)=CC1c1ccccc1 (stereo not drawn)
[36] C=C[C@H]1[C@H](OC2OC(CO)C(O)C(O)C2O)OC=C(C(=O)OC)[C@H]1C[C@H]1CC(=O)C[C@H](CC(=O)CCc2ccc(O)cc2)O1 (stereo partly drawn)
[37] COc1ccc(N2CCN(C(=O)CSc3ncnc4scc(-c5ccc(C)cc5)c34)CC2)cc1
[38] COc1cc(CN2CC(C)OC(C)C2)cc(OC)c1 (stereo not drawn)
[39] Nc1nc(SCC(=O)N2N=C3/C(=C\c4ccco4)CCCC3C2c2ccco2)n[nH]1 (stereo not drawn)
[40] COc1ccc(C2/C(=C(/O)c3ccc4c(c3)CC(C)O4)C(=O)C(=O)N2CCCn2ccnc2)cc1OC (stereo not drawn)
Screen / compound no.	33	34	35	36	37	38	39	40
Giardia kill	1	-1	2	0	-11	35[activator]	-7	-6
KCNH2 3.1 inh	10	-16	18	2	-15	11	-8	7
KCNH2 WT inh	-2	-4	0	0	0	39	7	-15

[41] CN(C)CCCn1c(=O)n(C2CCCCC2)c(=O)c2c3c(sc21)CCCCC3
[42] CC(=O)N1CCOc2ccc(S(=O)(=O)NC[C@H]3O[C@@H](n4ccc(=O)[nH]c4=O)[C@H](O)[C@@H]3O)cc21
[43] O=C1Cc2ccccc2C(=O)N1Nc1ccccc1
[44] COc1ccc(Br)cc1/C=N/Nc1ccc(S(=O)(=O)Nc2ccccc2C(=O)O)cc1[N+](=O)[O-]
[45] CN1CCc2c(sc3c2c(=O)n(-c2ccccc2)c2nnc(SCc4ccc(F)cc4)n32)C1
[46] COC(=O)C1=C(C(=O)OC)[C@]2([C@@H]3CC=CCN[C@@H](Cc4ccccc4)C(=O)N3Cc3ccccc3)C=C[C@H]1O2
[47] Cc1c(NC(=O)c2nn(C)c(=O)c3ccccc23)c(=O)n(-c2ccccc2)n1C
[48] CCN(CC)C(=O)Cn1cc(S(=O)(=O)CC(=O)Nc2ccc(F)cc2)c2ccccc21
Screen / compound no.	41	42	43	44	45	46	47	48
Giardia kill	-8	-10	10	19	1	-16	-22	9
KCNH2 3.1 inh	-23	-7	1	-13	-45	-5	-1	-6
KCNH2 WT inh	48	1	-8	-12	-29	0	-5	9

[49] Cc1c(NS(=O)(=O)c2cc(C(=O)Nc3ccc(F)cc3Cl)ccc2Cl)c(=O)n(-c2ccccc2)n1C
[50] COc1ccc(-c2nn(-c3ccccc3)cc2/C=C/C(=O)N(C)CC(=O)Nc2cccc(F)c2)cc1OC
[51] CCNc1ncnc2[nH]ncc12
[52] CCc1c(Cl)nc(N)nc1Nc1ccccc1Cl
[53] O=C(CNC(=O)c1ccc(Cl)cc1)c1ccccc1
Screen / compound no.	49	50	51	52	53
Giardia kill	-4	-7	-21	-13	-13
KCNH2 3.1 inh	15	0	1	-11	8
KCNH2 WT inh	3	2	-5	0	4

Grouped by structure, the compounds so far containing an aryl methoxy group (10)
[6] COc1cc2c(-c3ccccc3)c(C)oc2cc1/C=N/NC(N)=S
[17] COc1ccc(/C=C2/CCCc3ccccc3C2=O)cc1
[24] COc1ccc(OC)c(NC(=O)Nc2ccc(O)c3ccccc23)c1
[28] COc1cccc(-c2c(C(=O)O)cc(O)c3ccc(OC)cc23)c1
[29] COc1ccc(-c2cc(C(=O)N/N=C/c3cccnc3)c3ccccc3n2)c(OC)c1
[37] COc1ccc(N2CCN(C(=O)CSc3ncnc4scc(-c5ccc(C)cc5)c34)CC2)cc1
[38] COc1cc(CN2CC(C)OC(C)C2)cc(OC)c1 (stereo not drawn)
[40] COc1ccc(C2/C(=C(/O)c3ccc4c(c3)CC(C)O4)C(=O)C(=O)N2CCCn2ccnc2)cc1OC (stereo not drawn)
[44] COc1ccc(Br)cc1/C=N/Nc1ccc(S(=O)(=O)Nc2ccccc2C(=O)O)cc1[N+](=O)[O-]
[50] COc1ccc(-c2nn(-c3ccccc3)cc2/C=C/C(=O)N(C)CC(=O)Nc2cccc(F)c2)cc1OC
Screen / compound no.	6	17	24	28	29	37	38	40	44	50
Giardia kill	11	-6	32[activator]	0	-1	-11	35[activator]	-6	19	-7
KCNH2 3.1 inh	7	-1	-4	-20	7	-15	11	7	-13	0
KCNH2 WT inh	-10	0	8	0	-4	0	39	-15	-12	2

2 entries from above, as tab-separated lines:
no.	canonical_smiles	Giardia kill	KCNH2 3.1 inh	KCNH2 WT inh
50	COc1ccc(-c2nn(-c3ccccc3)cc2/C=C/C(=O)N(C)CC(=O)Nc2cccc(F)c2)cc1OC	-7	0	2
51	CCNc1ncnc2[nH]ncc12	-21	1	-5

Assay outcomes: PubChem BioAssay, National Center for Advancing Translational Sciences (NCATS)

Only part of the results is shown; the hit share may differ from the screen's.
